# NCI-60 one-dose screen, 48 h, at 10 µM unless noted. Numbers give growth in % (100 = growth as untreated, 0 = no growth, -100 = all killed).
# SW-620 = SW-620 colon cancer. actives 5.2% (n = 82,000)
# KM12 = KM12 colon cancer cells. actives 5% (n = 82,000). AID 1794800
# HCT-116 = HCT-116 colon cancer; actives 7.3% (n = 82,000); AID 1794798
# HCC-2998 = HCC-2998 colon cancer; actives 4.7% (n = 79,000); AID 1794799
# COLO 205 = COLO 205 colon cancer; actives 7.3% (n = 79,000)
# SNB-75 = SNB-75 CNS cancer | actives 5% (n = 79,000)
# HT29 = HT29 colon cancer; actives 7.4% (n = 81,000)
# NCI-H322M = NCI-H322M lung cancer; actives 2.7% (n = 80,000); AID 1794733
# HCT-15 = HCT-15 colon cancer. actives 5.2% (n = 82,000). AID 1794746
# Numbers without * were called inactive; . = not tested or not shown; & = joins results of further samples. Rule for the calls: active = growth percent below 10; inactive = the rest. Random draw from the library. Share with any hit: about 12%.
1: O=[N+]([O-])c1cccc(/C=C/c2ccccn2)c1
2: C=CCc1c(C)cc(C)cc1N1C(=O)CN(Cc2ccccc2)C(=O)C1c1ccccc1 (configuration not stated)
3: c1cc2c(c(CC3CO3)c1CC1CO1)OCCOCCOCCOCCO2 (configuration not stated)
4: CC(=O)Nc1nc(-c2n[nH]c(=S)n2C)cs1
5: Nc1nc(N)nc(-c2cccc(Br)c2)n1
6: O=C(c1ccccc1)[C@H]1[C@@H]2CCCN2[C@]2(C(=O)Nc3ccc(F)cc32)[C@]12C(=O)Nc1ccccc12
7: CC(=O)OC1CC2CCC1C2 (configuration not stated)
8: COC(=O)c1nc(=S)[nH]c(C(=O)OC)c1C(=O)c1ccc(C)cc1

assay / compound,1,2,3,4,5,6,7,8
SW-620,48,92,87,110,97,98,107,103
KM12,66,84,104,105,103,94,106,109
HCT-116,40,75,90,99,91,76,90,106
HCC-2998,62,87,94,102,97,101,.,109
COLO 205,105,102,108,118,106,94,104,124
SNB-75,58,66,84,93,77,83,91,85
HT29,98,88,93,99,98,90,101,110
NCI-H322M,134,88,94,.,.,97,91,99
HCT-15,43,83,99,96,99,87,96,111

9: O=[N+]([O-])c1cccc(C2Nc3ccccc3CO2)c1 (configuration not stated)
10: O=C(CN1C(=O)/C(=C\c2ccccc2)SC1=S)Nc1ncc(Cc2ccccc2)s1
11: CCOc1nc(-c2ccccc2)cc2c(O)c(C(=O)n3nc(C)cc3C)[nH]c(=O)c12
12: COC(=O)C1(CC(C)=O)NC(=S)NC(=O)C1C#N (configuration not stated)
13: COc1ccc(C2CC(=O)Nc3c2cnn3Cc2ccco2)cc1 (configuration not stated)
14: COC(=O)CCC(=O)Nc1cc(Cl)ccc1Cl
15: O=C(Nn1cc(-c2ccc3ccccc3c2)sc1=NCc1ccccc1)c1cc2ccc1CCc1ccc(cc1)CC2
16: COc1ccc2cc(C(=O)/C=C/N(C)CC(O)C(C)(O)C(O)C(O)CO)ccc2c1 (configuration not stated)

assay / compound,9,10,11,12,13,14,15,16
SW-620,102,103,115,102,100,97,80,107
KM12,99,107,106,106,105,104,82,104
HCT-116,101,106,101,106,103,107,37,90
HCC-2998,83,106,112,109,101,106,97,102
COLO 205,108,114,108,117,118,105,85,106
SNB-75,90,93,94,112,84,89,72,102
HT29,105,109,104,104,110,110,74,86
NCI-H322M,98,108,103,108,91,111,94,98
HCT-15,97,103,100,106,99,106,43,98

17: CC(=O)NNC(=S)N/C=C/c1c(C)ccc([N+](=O)[O-])c1[N+](=O)[O-]
18: CC/C(=C/c1cccc(OC)c1OC)c1ccncc1
19: COc1cccc(CCC(=O)O)c1
20: CCCN1C(=O)/C(=c2\sc3n(c2=O)C2C(NN=3)N(CC)C(=O)N2CC)c2ccccc21 (configuration not stated)
21: O=C(COc1ccccc1)OC1CCCCC1C1CCCCC1 (configuration not stated)
22: COc1ccc(C(=O)c2c(N)nc3n2CCCCC3)cc1OC
23: CC(C)CC1(C2CCCC2)NC(=O)NC1=O (configuration not stated)
24: CC[C@H]1OC(=O)[C@H](C)[C@@H](O[C@H]2C[C@@](C)(OC)[C@@H](O)[C@H](C)O2)[C@H](C)[C@@H](O[C@@H]2O[C@H](C)C[C@H](N(C)C)[C@H]2O)[C@](C)(O)C[C@H](C)CN(C)[C@H](C)[C@@H](O)[C@]1(C)O

assay / compound,17,18,19,20,21,22,23,24
SW-620,110,100,102,25,98,108,115,84
KM12,97,99,112,20,93,103,107,95
HCT-116,90,81,106,7.6*,106,103,91,90
HCC-2998,107,98,101,15,107,96,107,96
COLO 205,101,111,100,18,100,108,110,46
SNB-75,88,98,93,17,95,94,99,81
HT29,105,92,106,3.3*,94,101,100,102
NCI-H322M,111,112,104,53,94,105,112,104
HCT-15,97,101,111,13,109,99,103,97

25: COc1ccc2c(c1)sc1nc(-c3ccccc3)c(-c3ccc(O)c(OC)c3)n12
26: CCOC(=O)c1cnnn1-c1cc(=O)[nH]c2ccc(C)cc12
27: CCOC(=O)c1c(C)[nH]c(C(=O)CCC(=O)OC)c1C
28: Cc1ccc(S(=O)(=O)NCCCCC(N)C(=O)O)cc1 (configuration not stated)
29: CC(=O)c1c(C)nc2ccccc2c1/C=C/c1ccc(Br)cc1
30: CCCS(=O)(=O)Nc1cccc(Nc2ncnc3cc(NC(=O)CCl)ccc23)c1Cl
31: S=c1n(CN2CCCC2)nc(-c2ccccc2)n1Cc1ccccc1
32: Cc1cccc(/C=N/OCCC(C)C)n1

assay / compound,25,26,27,28,29,30,31,32
SW-620,40,97,108,110,93,-34*,97,105
KM12,37,92,103,103,77,-32*,.,106
HCT-116,33,98,81,108,50,-28*,97,94
HCC-2998,42,108,99,121,85,5.0*,122,97
COLO 205,71,110,.,110,85,-69*,118,113
SNB-75,78,83,106,115,92,-93*,80,82
HT29,22,102,87,101,61,-63*,137,88
NCI-H322M,90,98,98,108,96,3.5*,98,.
HCT-15,47,99,92,112,68,-27*,93,94

33: O=C(O)C#CCC(O)CCc1ccccc1 (configuration not stated)
34: COc1ccc(C(Cc2ccccc2)NC(C)(C)CNC(C)C)cc1 (configuration not stated)
35: Cn1c(=O)c2c(nc(N3CCCC3)n2C)n(C)c1=O
36: Cc1ccc(-n2cc(/C=N/NC(=O)c3nc(N)n[nH]3)c(-c3ccc(S(C)(=O)=O)cc3)n2)cc1
37: COc1ccc([N+](=O)[O-])cc1NC(=O)OC(C)C
38: CCN(CC)CCCC(C)Nc1ccnc2cc(Oc3ccccc3)ccc12 (configuration not stated)
39: CCN(CC)Cc1nnc(CCC(=O)c2nc3ccccc3[nH]2)o1
40: CC1O[C@@H](OCC2O[C@@H](Oc3c(-c4ccc(O)cc4)oc4cc(O)cc(O)c4c3=O)[C@@H](O)C(O)[C@@H]2O)C(O)[C@@H](O)[C@H]1O (some centres not stated)

assay / compound,33,34,35,36,37,38,39,40
SW-620,106,99,106,93,96,79&56,108,103
KM12,100,104,101,105,92,87&78,97,99
HCT-116,107,80,93,104,94,55&32,82,105
HCC-2998,108,95,108,115,103,78&91,119,104
COLO 205,117,96,110,105,105,60&48,105,105
SNB-75,96,99,90,92,79,100&63,93,92
HT29,112,80,95,105,98,30,93,109
NCI-H322M,113,95,105,104,95,105&85,90,131
HCT-15,100,102,103,86,94,55&53,107,97

# Molecules shown so far containing a COOH group:
19: COc1cccc(CCC(=O)O)c1
28: Cc1ccc(S(=O)(=O)NCCCCC(N)C(=O)O)cc1 (configuration not stated)
33: O=C(O)C#CCC(O)CCc1ccccc1 (configuration not stated)

assay / compound,19,28,33
SW-620,102,110,106
KM12,112,103,100
HCT-116,106,108,107
HCC-2998,101,121,108
COLO 205,100,110,117
SNB-75,93,115,96
HT29,106,101,112
NCI-H322M,104,108,113
HCT-15,111,112,100

# (next part)
41: N#Cc1ncn(C2OC(CO)C(O)C2O)c1N (configuration not stated)
42: CC(O)C(NC(=O)C(Cl)Cl)C(=O)O (configuration not stated)
43: COc1ccc(-c2nc(SCCC(C)C)nc(Nc3ccccc3)c2C#N)cc1
44: O=C(CSc1nnc2n1N=C(c1ccc(F)cc1)CS2)c1ccc(F)cc1
45: Cc1cccc(Cc2cnc(NC(=O)c3ccc4noc(-c5ccc(Cl)cc5)c4c3)s2)c1
46: C1OC1CN1CCC(C2CCN(CC3CO3)CC2)CC1 (configuration not stated)
47: Cc1ccc(-c2nc3ccccn3c2-c2nnc(-c3ccsc3C)o2)cc1
48: COc1ccc(Cn2cc(COc3cc(/C=C/C(=O)c4cc(OC)c(OC)c(OC)c4)ccc3OC)nn2)cc1

assay / compound,41,42,43,44,45,46,47,48
SW-620,107,98,83,91,84,70,116,20
KM12,102,114,101,78,90,97,100,16
HCT-116,113,109,50,81,81,71,112,18
HCC-2998,101,116,100,99,99,97,103,110
COLO 205,103,114,57,83,101,87,.,82
SNB-75,96,92,94,74,81,84,82,60
HT29,96,105,85,83,92,78,96,13
NCI-H322M,116,112,90,75,95,94,107,52
HCT-15,101,.,93,93,94,81,102,38

49: CCOC(=O)C1(C(=O)OCC)CCCCC1C (configuration not stated)
50: O=C1CN(CO)C(=O)CN1CO
51: CC12CC[C@@H]3[C@]4(C)COC(c5c(F)cccc5F)O[C@@H]4CC[C@@]3(C)[C@@H]1CC(C1=CCOC1=O)O2 (some centres not stated)
52: CCCc1nn2c(-c3ccccc3)nnc2o1
53: COc1ccc(-c2nn3c(Cc4ccc(Cl)cc4)nnc3s2)cc1OC
54: O=C(Nc1ccccc1Cl)c1ccccc1F
55: COc1ccc(N=NN(C)C)cc1
56: Cc1c(N)cccc1C(=O)O

assay / compound,49,50,51,52,53,54,55,56
SW-620,109,96,100,130,96,101,101,95
KM12,102,105,73,100,100,102,106,105
HCT-116,103,103,49,108,98,104,106,98
HCC-2998,108,104,77,110,104,103,111,115
COLO 205,104,116,92,138,107,110,112,109
SNB-75,91,94,.,127,91,104,103,83
HT29,105,109,77,120,106,113,110,105
NCI-H322M,102,100,80,116,87,102,98,101
HCT-15,102,106,80,99,99,105,101,101

57: C1CCN(C2=NCCN2)CC1
58: Nc1c(Cl)cc2c(c1Br)C(=O)c1ccccc1C2=O
59: COc1cc(C2CC(c3c(C)[n+]([O-])c4ccccc4[n+]3[O-])=NN2)cc(OC)c1OC (configuration not stated)
60: O=C1Nc2ccccc2/C1=C/C(=O)c1ccc(N2CCCC2)cc1
61: COc1cc(/C=C2/SC(=O)N(CC(=O)N3CCN(c4cc5c(cc4F)c(=O)c(C(=O)O)cn5C4CC4)CC3)C2=O)cc(OC)c1OC
62: CC(C)=CCC[C@](C)(O)[C@H]1CC[C@]2(C)[C@@H]1CC[C@@H]1[C@@]3(C)C/C(=C/c4ccccc4)C(=O)C(C)(C)[C@@H]3CC[C@]12C
63: Cc1ccc(NC(=O)N(O)C2CCCCC2C#N)cc1 (configuration not stated)
64: NCCNCCNCCN

assay / compound,57,58,59,60,61,62,63,64
SW-620,105,100,101,5.5*,99,80,111,106&105
KM12,101,106,104,15,105,90,105,115&98
HCT-116,90,97,104,103,104,85,117,97&99
HCC-2998,95,101,76,78,102,99,99,107&107
COLO 205,117,104,102,8.3*,113,100,122,112&113
SNB-75,82,94,99,23,94,67,87,89&114
HT29,103,100,120,-9.8*,111,100,115,107&95
NCI-H322M,108,96,119,82,93,94,111,103&102
HCT-15,105,89,97,23,95,94,95,99&106

65: Cc1csc(NC(c2ccc(Br)cc2)c2c(C)nc3ccccn23)n1 (configuration not stated)
66: CCOC(=O)C1=C(N)N(c2ccccc2)C2=C(C(=O)CC(C)(C)C2)C1c1ccc([N+](=O)[O-])cc1 (configuration not stated)
67: C=CCN1C(=O)/C(=C/c2ccc(OC)cc2OC)SC1=Nc1ccc(Cl)c(Cl)c1
68: CC(C)(C)N/N=C(\C(=O)Nc1nc(=S)[nH][nH]1)C1C(=O)Nc2ccccc2S1=O (configuration not stated)
69: O=C(CCN1CCCCC1)c1ccc(-c2ccccc2)cc1
70: CCCCCCc1cn(CC(=O)Nc2nc3ccccc3s2)nn1
71: O=C1c2cc(Cl)ccc2S(=O)(=O)c2c(NCCCNCCO)nc3ccccc3c21
72: O=C(O)C(O)CO (configuration not stated)

assay / compound,65,66,67,68,69,70,71,72
SW-620,88,97,96,99,104,102,-75*,104
KM12,98,100,104,103,96,105,20,108
HCT-116,60,84,103,106,106,99,-78*,106
HCC-2998,117,100,106,104,102,106,79,102
COLO 205,90,101,.,.,116,110,-81*,105
SNB-75,.,104,75,95,103,77,33,87
HT29,72,99,98,100,100,104,-79*,108
NCI-H322M,85,98,100,95,98,.,74,95
HCT-15,89,86,87,112,111,105,-65*,100

73: C=CC(C)(C)[C@@]1(C[C@@H]2NC(=O)[C@@H]3CCCN3C2=O)C(=O)Nc2c1ccc1c2C=CC(C)(C)O1
74: O=C1C[C@@H]2/C(=C(O)\C=C\c3ccccc3)C(=O)C=C[C@@H]2O1
75: CN(C)CCCNCc1ccc(-c2ccc(F)c(Cl)c2)o1
76: Cc1cccc(Cl)c1NC(=O)CCC(=O)O
77: COC(=O)CCCCCCCC=O
78: CCOc1ccc(Nc2nc3c(s2)C(=O)c2ccccc2C3=O)cc1
79: Cc1ccc(S(=O)(=O)NC(=O)CCC(=O)Nc2ccc(O)cc2)cc1
80: NS(=O)(=O)c1cccc(Nc2nc(SCC(=O)c3ccc(Br)cc3)nc3c2CCC3)c1

assay / compound,73,74,75,76,77,78,79,80
SW-620,104,-33*,-45*,115,98,70,106,97
KM12,107,-91*,-20*,107,111,81,109,91
HCT-116,103,-91*,12,109,103,53,103,79
HCC-2998,105,100,-90*,114,105,118,113,110
COLO 205,112,-73*,-90*,116,111,100,113,111
SNB-75,84,.,41,94,68,76,.,104
HT29,105,-53*,-31*,101,104,115,104,98
NCI-H322M,99,26,65,.,101,105,108,103
HCT-15,105,-7.8*,1.0*,100,91,30,106,101

81: COC(=O)/C(CCC=C(C)C)=C1\[C@@H](OC(C)=O)C[C@@]2(C)[C@H]1C[C@@H](OCCC#N)[C@H]1[C@@]3(C)CC[C@@H](OCCC#N)[C@@H](C)[C@@H]3CC[C@@]12C
82: O=C1/C(=C/c2ccccc2CO)NC(=S)N1c1ccccc1
83: CCOC(=O)NC(/C=C/c1ccccc1)NC(=O)OCC
84: COc1ccc(-c2c(C#N)nnn2-c2ccc(OC)cc2)cc1

assay / compound,81,82,83,84
SW-620,78,102,100,105
KM12,73,102,107,106
HCT-116,46,100,94,88
HCC-2998,82,98,112,98
COLO 205,62,118,112,106
SNB-75,.,85,97,82
HT29,58,112,101,93
NCI-H322M,92,95,104,98
HCT-15,69,96,105,95

# Screening data: PubChem BioAssay, NCI
